EWS-Fli block: inhibitors of EWS/Fli oncoprotein transcriptional activity. A673 NR0B1-luciferase reporter, viability-normalised. inhibition, % at 12.6 µM. 350,000 compounds, 0.67% hits;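 active means mean inhibition of at least 50% after viability correction, with every replicate also passing that limit; inconclusive means mean reaches 50% but only one of two replicates passes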;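 further: firefly luciferase signal divided by Alamar Blue viability fluorescence both relative to DMSO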
CFTR F508del cor: correctors of CFTR F508del function in bronchial epithelial cells. CFBE cells, YFP halide quenching; stimulated with forskolin plus potentiator P3; % fluorescence drop versus neutral controls. activity (quench increase), % at 7.58 µM. 350,000 compounds, 0.36% hits. AID 720511;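 active means mean added fluorescence quench of at least 8% versus neutral control, with both replicates also reaching 8%; inconclusive means only one of the mean or replicate conditions met; inactive means mean below 8% and not both replicates reaching 8%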;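 further: cells transiently co-express mutant CFTR-F508del with the halide-sensitive YFP; corrector assay measuring rescue of mutant channel to the surface after 24 h compound exposure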
PAX8 inh HTS: PAX8 transcriptional activity inhibition. inhibition, % at 12.6 µM. AID 652154. 360,000 compounds, 1.2% hits. RMG-I TPO-luciferase reporter, SteadyGlo, 24 h;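 active means mean replicate inhibition at least 60% with every replicate also reaching 60%; inconclusive means only one of the two criteria is met; inactive means mean below 60% and not all replicates reaching 60%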;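 further: luciferase light reporting Pax8 driven TPO promoter activity; plate controls were median of neutral control wells for no effect and mitoxantrone controls for full effect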
INS-1E GSIS act: GLuc luminescence reporter in INS-1E cells, primary screen for activators of glucose-dependent secretion of insulin. AID 743287. 370,000 compounds, 0.61% hits. activation, % at 16.6 µM. INS-1E GLuc reporter insulin secretion, 2-3 h;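 active means lowest replicate activation of at least 40%, so every replicate reaches that level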;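 further: 0% = median of neutral control wells and 100% = median of IBMX positive control wells; some compounds called inactive have numbers as strong as hits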
Xi reactivation: reactivates the inactive X chromosome in mouse fibroblasts | XiGFP mouse fibroblasts, % GFP-positive cells imaging, 3 d; cells co-treated with 5-aza-dC sensitizer; scaled so ellipticine positive control = 100% | activation, % at 7.58 µM | 360,000 compounds, 0.055% hits | AID 743238;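 active means mean normalized replicate activation at least 10% and every replicate at or above 10%; inconclusive means only one of the two criteria met; inactive means mean below 10% and not all replicates reach 10%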;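 further: 0% = median of on-plate neutral control wells and 100% = ellipticine 6 µM median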
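Schedule: 3 d treatment, 15 min room-temperature fixation; system: 68-5-11 XiGFP fibroblast line; buffer or medium: DMEM plus 5-aza-dC sensitizer; control set: ellipticine 6 µM positive control; compound: one concentration, pinned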
DENV2 CPE: protects cells from dengue virus 2 cytopathic effect; DENV2-infected cells, cytopathic effect rescue, plate reader; CPE inhibition, % at 9.99 µM; 350,000 compounds, 1.7% hits; in the data active means CPE inhibition above about 20%, passing the limit was not always enough; inconclusive means no clear call, values can overlap the other calls; tested in BHK-21 cells;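 further: 0% = median of neutral control wells and 100% = median of positive control wells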
ARNT TACC3 PPI: ARNT/TACC3 interaction disruption; Q9Y6A5; AlphaScreen His-ARNT PAS-B/GST-TACC3 binding, luminescence; TACC3 fragment carries E629A point mutation; inhibition, % at 9.99 µM; 390,000 compounds, 0.66% hits; AID 623870;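 active means mean inhibition of replicates at least 50% and at least half of replicates each reaching 50%; inconclusive means half or more replicates reach 50% but mean below 50%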;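 further: 0% = complete ARNT plus TACC3 wells and 100% = ARNT alone without TACC3; many hits fall short of the cut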
ERp5 block: inhibitors of human ERp5 | ERp5 insulin aggregation, absorbance 650 nm, 90 min | inhibition, % at 9.99 µM | 350,000 compounds, 0.05% hits | AID 651711;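 active means mean replicate inhibition above about 25%, with every replicate also reaching it, limit read from the data, passing the limit was not always enough; inconclusive means only one of those two criteria met; inactive means neither criterion met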
Target sequence (Q15084 whole entry, looked up): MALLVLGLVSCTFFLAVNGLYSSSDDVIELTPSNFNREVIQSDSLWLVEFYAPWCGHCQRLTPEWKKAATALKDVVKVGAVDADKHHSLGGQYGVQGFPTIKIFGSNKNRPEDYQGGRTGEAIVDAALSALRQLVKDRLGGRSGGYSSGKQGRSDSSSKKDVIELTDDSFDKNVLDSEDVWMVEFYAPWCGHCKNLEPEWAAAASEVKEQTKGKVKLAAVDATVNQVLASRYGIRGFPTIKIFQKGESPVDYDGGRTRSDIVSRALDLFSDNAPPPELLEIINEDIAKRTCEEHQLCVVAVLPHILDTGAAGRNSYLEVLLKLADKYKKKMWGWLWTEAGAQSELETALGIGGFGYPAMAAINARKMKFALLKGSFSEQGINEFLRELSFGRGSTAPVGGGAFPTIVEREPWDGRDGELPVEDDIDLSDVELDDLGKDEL
Active calls of the source: *; ? = inconclusive; · = not tested or not shown. Hits appear at their usual frequency; 4.2% or so of the library scored in one or more.

molecule,Xi reactivation,PAX8 inh HTS,CFTR F508del cor,ERp5 block,INS-1E GSIS act,ARNT TACC3 PPI,EWS-Fli block,DENV2 CPE
CO[C@@H]1CN(C)C(=O)c2cc(NS(C)(=O)=O)ccc2OC[C@H](C)N(C(=O)CC2CC2)C[C@@H]1C,-0.3,1.4,-0.5,-1.7,-1.9,-10.8,-1.8,-6.6
COc1cc(NC(=O)c2cc(-c3ccco3)on2)c(OC)cc1Cl,·,·,-2.8,2.2,7.7,-3.4,8.0,3.5
COc1ccc(CNC(=O)C(=O)NCC2OCCN2S(=O)(=O)c2ccc(OC)cc2)cc1 (configuration not stated),0.0,4.3,1.9,2.7,9.3,-1.7,·,-7.7
Cc1cccc(C)c1NC(=O)COc1ccccc1C(=O)Nc1ccc(Br)cn1,0.1,3.8,-1.2,-2.9,-7.1,-3.6,3.2,-0.9
Cc1cnc(NC(=O)c2cc(S(=O)(=O)N(C)C)ccc2N2CCCC2)s1,0.0,6.2,0.3,-1.3,·,·,9.7,-8.1
COc1ccc(CNC(=O)CN2C(=O)NC(c3ccccc3)(c3ccccc3)C2=O)cc1OC,0.1,9.8,-1.9,2.6,-2.6,2.0,0.8,-5.6
C[C@@H]1CCCCO[C@H](CN(C)Cc2ccc(Cl)c(Cl)c2)[C@@H](C)CN([C@@H](C)CO)C(=O)c2cc(NC(=O)c3ccccc3)ccc2O1,0.3,82.2*,-1.3,0.8,-21.5,-0.6,15.9,-2.3
COc1ccc(S(=O)(=O)N2CCC3(CC2)CN(C(=O)CN(C)C)[C@@H](CO)c2c3c3ccc(OC)cc3n2C)cc1,0.0,12.4,1.4,-5.9,-10.5,·,15.5,9.9
Cc1noc(C)c1S(=O)(=O)N(C)C[C@@H]1OCCCC[C@H](C)Oc2ccc(NC(=O)CCCN(C)C)cc2C(=O)N([C@H](C)CO)C[C@@H]1C,0.4,-4.2,-1.7,0.5,3.2,-9.5,7.7,4.9
CN1c2ccccc2Oc2nnc(Cl)cc21,0.3,-18.2,-1.3,2.8,0.3,4.8,-13.0,6.4
N#Cc1ccc(CN2CCN(C(=O)c3cccc(S(=O)(=O)N4CCCCCC4)c3)CC2)cc1,0.0,12.3,3.0,·,-15.2,-1.6,9.8,-2.8
COC(=O)c1ccc(COC(=O)C2CCN(S(=O)(=O)c3c(C)cc(C)cc3C)CC2)o1,0.1,-4.6,-1.3,0.8,-1.9,·,-2.0,12.1
COc1cc(NC(=S)N2CCCC2)cc(OC)c1,0.0,6.5,0.4,5.4,14.7,-16.8,·,-1.5
CN(C)/C=C/c1[nH]c(=O)[nH]c(=O)c1[N+](=O)[O-],0.6,-6.7,0.7,2.5,14.5,-4.6,12.4,4.1
CC(=O)N1CCN(CC(O)COc2ccc(S(=O)(=O)N3CCOCC3)cc2)CC1 (configuration not stated),-0.1,-2.9,-2.2,-6.7,29.9,·,-2.9,-5.8
CC(C)c1ccc(/C=N/NC(=O)C2CCCC2)cc1,0.0,-177.5,-2.1,-4.9,-12.4,-16.1,·,0.5
Cc1noc(C)c1NC(=O)Nc1ccc2c(c1)C(=O)N([C@@H](C)CO)C[C@H](C)[C@H](CN(C)S(C)(=O)=O)O2,0.4,·,3.0,-5.6,11.6,-2.5,-1.2,?
CCOc1ccc(Br)cc1S(=O)(=O)NC(=O)c1ccccc1,-0.1,7.5,1.0,0.1,46.2,-4.6,-9.0,-5.1
CCN(CC)C(=O)c1cccc(-c2csc(C(O)c3ccc(OC)cc3)n2)c1 (configuration not stated),0.0,-12.4,-2.0,-5.9,-16.1,·,-1.7,5.9
O=S(=O)(c1ccc(F)cc1)N1CCN(S(=O)(=O)c2cc(F)ccc2F)CC1,0.0,7.3,-0.3,-4.8,-5.6,-4.3,-9.9,-6.4
COc1ccc(S(=O)(=O)N(C)C[C@@H]2OCCCC[C@H](C)Oc3ccc(NS(=O)(=O)c4c(C)noc4C)cc3C(=O)N([C@@H](C)CO)C[C@H]2C)cc1,-0.1,-13.4,-0.5,2.3,-5.5,-5.0,-2.7,-4.3
CC(=O)Nc1nnc(COc2ccc(Cl)cc2)s1,0.1,-113.7,1.6,-2.0,5.8,0.7,-76.0,0.8
CCc1cc(C(=O)N(CCCOC)c2c(N)n(Cc3ccccc3)c(=O)[nH]c2=O)sc1C,0.6,7.1,-4.4,4.5,0.7,-3.6,2.5,5.4
C[C@H](CO)N1C[C@H](C)[C@@H](CN(C)C(=O)Nc2cccc3ccccc23)Oc2c(NC(=O)CCCCCC(=O)Nc3ccccc3N)cccc2C1=O,-0.9,-7.0,-4.6,2.1,-9.6,·,-7.3,2.3
Cc1ccc(CCC(=O)Nc2ccccc2C(=O)O)o1,0.1,-51.4,1.9,0.1,8.7,0.1,·,?
O=C(COC(=O)c1ccc(F)cc1)NCc1ccc(F)cc1,0.0,-9.3,-4.6,-4.3,14.8,-12.5,2.3,12.0
COc1ccccc1NC(=O)N1C[C@H]2[C@@H](c3ccccc31)[C@@H](CO)N2C(=O)C1CCCC1,0.0,14.9,0.0,5.4,-6.8,-6.4,5.4,-7.2
Cc1cccc(N2CC(C(=O)O)CC2=O)c1C (configuration not stated),-0.1,-2.7,-1.3,3.7,27.4,6.1,9.0,7.2
O=C(Nc1ccccc1)C1=C[C@H](C2CCCCC2)C[C@H](OCCCCO)O1,0.0,-147.8,0.5,1.7,-4.3,-2.4,-110.9,3.4

Gathered by group, the compounds so far containing four or more nitrogen atoms (nine)
molecule,Xi reactivation,PAX8 inh HTS,CFTR F508del cor,ERp5 block,INS-1E GSIS act,ARNT TACC3 PPI,EWS-Fli block,DENV2 CPE
Cc1cnc(NC(=O)c2cc(S(=O)(=O)N(C)C)ccc2N2CCCC2)s1,0.0,6.2,0.3,-1.3,·,·,9.7,-8.1
COc1ccc(S(=O)(=O)N2CCC3(CC2)CN(C(=O)CN(C)C)[C@@H](CO)c2c3c3ccc(OC)cc3n2C)cc1,0.0,12.4,1.4,-5.9,-10.5,·,15.5,9.9
Cc1noc(C)c1S(=O)(=O)N(C)C[C@@H]1OCCCC[C@H](C)Oc2ccc(NC(=O)CCCN(C)C)cc2C(=O)N([C@H](C)CO)C[C@@H]1C,0.4,-4.2,-1.7,0.5,3.2,-9.5,7.7,4.9
N#Cc1ccc(CN2CCN(C(=O)c3cccc(S(=O)(=O)N4CCCCCC4)c3)CC2)cc1,0.0,12.3,3.0,·,-15.2,-1.6,9.8,-2.8
CN(C)/C=C/c1[nH]c(=O)[nH]c(=O)c1[N+](=O)[O-],0.6,-6.7,0.7,2.5,14.5,-4.6,12.4,4.1
Cc1noc(C)c1NC(=O)Nc1ccc2c(c1)C(=O)N([C@@H](C)CO)C[C@H](C)[C@H](CN(C)S(C)(=O)=O)O2,0.4,·,3.0,-5.6,11.6,-2.5,-1.2,?
COc1ccc(S(=O)(=O)N(C)C[C@@H]2OCCCC[C@H](C)Oc3ccc(NS(=O)(=O)c4c(C)noc4C)cc3C(=O)N([C@@H](C)CO)C[C@H]2C)cc1,-0.1,-13.4,-0.5,2.3,-5.5,-5.0,-2.7,-4.3
CCc1cc(C(=O)N(CCCOC)c2c(N)n(Cc3ccccc3)c(=O)[nH]c2=O)sc1C,0.6,7.1,-4.4,4.5,0.7,-3.6,2.5,5.4
C[C@H](CO)N1C[C@H](C)[C@@H](CN(C)C(=O)Nc2cccc3ccccc23)Oc2c(NC(=O)CCCCCC(=O)Nc3ccccc3N)cccc2C1=O,-0.9,-7.0,-4.6,2.1,-9.6,·,-7.3,2.3

Compound activity as filed in PubChem BioAssay.
